Abeta yeast res: A-beta toxicity reversal in yeast. yeast expressing A-beta42, growth rescue, OD600, 48 h; response scale: 0% DMSO, 100% iron-clioquinol control. Potency, µM (top dose mostly 46.1 µM), inactives show top-dose growth rescue, hits mostly activators. 410,000 compounds, 0.063% hits. AID 1347071; note: potency is the fitted concentration of half-maximal effect; nearly all actives have a fitted effect of over 55% in size
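Yeast growth medium received pinned compounds, then yeast cells expressing toxic A-beta were added; plates incubated at 30 C for 48 hr. Growth read as absorbance at 600 nm, normalized to DMSO and equimolar FeCl3 plus clioquinol controls.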
PTHR1 ag: PTHR1 (human) receptor agonism. Q03431. HEK293 GP2 PTHR1 cells, GloSensor cAMP luminescence, 1 h. Potency, µM (titrated, usually from 115 µM), inactives show at the highest dose activation, usual class: activators. 410,000 compounds, 0.075% hits; note: potency is the fitted concentration of half-maximal effect; nearly all actives have a fitted effect of over 55% in size; some results filed as inactive show a strong effect at the top dose; inactives centre near -15; many of its hits are not listed in these tables
Target sequence (Q03431 whole entry, looked up): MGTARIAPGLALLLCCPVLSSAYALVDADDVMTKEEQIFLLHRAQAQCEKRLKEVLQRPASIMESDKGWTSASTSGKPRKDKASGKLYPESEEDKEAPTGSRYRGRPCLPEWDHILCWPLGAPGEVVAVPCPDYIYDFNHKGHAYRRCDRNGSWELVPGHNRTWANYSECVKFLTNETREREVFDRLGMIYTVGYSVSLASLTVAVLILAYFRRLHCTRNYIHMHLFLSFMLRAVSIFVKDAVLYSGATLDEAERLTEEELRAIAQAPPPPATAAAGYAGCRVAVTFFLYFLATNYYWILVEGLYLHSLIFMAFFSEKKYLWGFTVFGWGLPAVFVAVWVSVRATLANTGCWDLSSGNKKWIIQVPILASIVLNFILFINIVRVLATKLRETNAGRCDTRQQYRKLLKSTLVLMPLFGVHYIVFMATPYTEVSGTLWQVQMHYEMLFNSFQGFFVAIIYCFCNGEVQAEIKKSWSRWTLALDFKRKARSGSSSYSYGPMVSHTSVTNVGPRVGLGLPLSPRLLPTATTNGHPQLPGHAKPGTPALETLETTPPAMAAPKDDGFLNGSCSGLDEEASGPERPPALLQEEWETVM
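HEK-293-derived GP2 cells expressing PTHR1 and a GloSensor cAMP reporter, 3,000/well, plated overnight, given luciferin plus IBMX (each 0.5 mM as added) for 1 h at 37 °C, then compound for 1 h at 37 °C. Luminescence was read after 15 min at room temperature.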
FUS yeast rescue: FUS proteinopathy suppression in yeast; S. cerevisiae FUS-expressing, growth rescue, OD600, 24 h; Potency, µM (top dose mostly 76.6 µM), without a hit: top-dose growth rescue (activation), hits mostly activators; 390,000 compounds, 0.24% hits; AID 1347120;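 note: potency is the fitted concentration of half-maximal effect; plate controls were DMSO vehicle for no effect and reference control for full effect; nearly all actives have a fitted effect of over 55% in size; some results filed as inactive show a strong effect at the top dose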
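Read-out: OD at 600 nm after 24hr at 30C, reporting rescue of FUS-induced yeast toxicity. Cells at OD 0.005 in galactose (2%) minimal medium; compounds tested in a dilution series; CP55940 titration from 92uM final as control.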
GLP-1R inv ag: inverse agonists of human GLP-1 receptor. P43220. Potency, µM (doses to about 38.3 µM), without a hit: top-dose activity change, negative = inhibition, most hits filed as inhibitors. AID 624417. 410,000 compounds, 1.6% hits. HEK293 GLP-1R CRE-luciferase, luminescence, 24 h; GLP-1R form is constitutively active; note: potency is the fitted concentration of half-maximal effect; % is set by controls: 0 for no effect and ±100 for the full control effect; nearly all actives have a fitted effect of over 55% in size
Target sequence (P43220 whole entry, looked up): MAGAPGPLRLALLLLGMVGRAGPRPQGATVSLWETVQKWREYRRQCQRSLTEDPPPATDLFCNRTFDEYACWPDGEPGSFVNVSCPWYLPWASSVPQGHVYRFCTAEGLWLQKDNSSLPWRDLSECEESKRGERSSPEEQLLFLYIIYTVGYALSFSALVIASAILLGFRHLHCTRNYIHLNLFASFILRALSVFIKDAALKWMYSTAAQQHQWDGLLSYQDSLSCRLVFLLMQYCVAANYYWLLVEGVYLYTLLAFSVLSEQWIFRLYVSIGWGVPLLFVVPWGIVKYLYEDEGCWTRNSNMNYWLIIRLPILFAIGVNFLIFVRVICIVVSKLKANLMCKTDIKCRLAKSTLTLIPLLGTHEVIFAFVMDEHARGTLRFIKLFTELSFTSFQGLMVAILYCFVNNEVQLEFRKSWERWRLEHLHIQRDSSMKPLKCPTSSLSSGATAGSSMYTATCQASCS
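Luminescence readout: a drop in cAMP-driven luciferase signal flags inverse agonism at a constitutively active GLP-1R stably expressed in HEK293. Compound exposure lasted 24 hr at 37 deg C, 5% CO2.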
TDP-43 yeast inh: TDP-43 toxicity inhibition in yeast | TDP-43 expressing yeast growth rescue, BacTiter-Glo, 24 h | Potency, µM (doses to about 46.1 µM), without a hit: top-dose growth rescue (activation), actives largely listed as activators | 410,000 compounds, 1.8% hits; note: potency is the fitted concentration of half-maximal effect; % of control where 0% means no effect; nearly all actives have a fitted effect of over 50% in size
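Growth rescue of TDP-43-toxic yeast measured as ATP luminescence (BacTiter-Glo). Cells grown to mid-log in raffinose, induced in galactose at OD600=0.02, exposed to compound 24 hr at 30 deg C.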
GLP1R ag: agonists of human GLP-1 receptor; HEK293 GLP-1R CRE-luciferase, luminescence, 4-6 h; cells express a hypersensitive GLP-1R form; P43220; Potency, µM (titrated, usually from 45.6 µM), for the others: at the highest dose activation, hits mostly activators; 380,000 compounds, 0.007% hits; note: potency is the fitted concentration of half-maximal effect; % of control where 0% means no effect
D3 antag: D3 dopamine receptor (human) antagonism | P35462 | D3R cells, DiscoveRx beta-arrestin luminescence, antagonist mode; active compounds read low | max response, negative = inhibition, % | 360,000 compounds, 2.5% hits; in the data active = max response below about -50%; inconclusive = no clear call, values can overlap the other calls; note: % is set by controls: 0 for no effect and ±100 for the full control effect; mostly tested at two doses, the higher about 12 µM
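Cells expressing the human receptor were seeded at 1500 cells/well, incubated overnight at 37 degrees C in 5% CO2, then exposed to library compounds with dopamine controls for 90 minutes at 37 degrees C before luminescent detection.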
pAkt inh: inhibitors of Akt phosphorylation. activity change, % for hits at 50 µM. Neuro2A IGF-stimulated pAkt S473 HTRF, 20 min; active compounds read low. AID 651550. 360,000 compounds, 0.32% hits; in the data active = activity change below about -80%; inconclusive = mostly about -51% to -80%; note: % is set by controls: 0 for no effect and ±100 for the full control effect
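Neuro2A cells (4,500/well, DMEM with 0.5% FBS) were treated with compound at a single 50 µM final concentration, stimulated with 6 nM IGF for 20 min at 37 °C, and lysed. Phospho-Akt Ser473 was read by HTRF as 665/615 ratio ×10^4.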
aSyn rescue: alpha-synuclein toxicity inhibition in yeast. Yeast expressing alpha-synuclein, growth rescue, BacTiter-Glo, 24 h. Potency, µM (highest dose often 46.1 µM), inactives show top-dose growth rescue (activation), actives largely listed as activators. 370,000 compounds, 0.14% hits; note: potency is the fitted concentration of half-maximal effect; % of control where 0% means no effect; nearly all actives have a fitted effect of over 65% in size
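Galactose-induced alpha-syn yeast (OD600=0.02, raffinose-pregrown) + pinned cpd, 24 hr, 30 deg C; growth by BacTiter-Glo luminescence. Growth restoration scores as activation.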
* = called active by the depositor; i = inactive; ? = inconclusive; . = no result given; & = joins results of further samples; [ ] = remark or other dose. Unless noted, calls come from the whole dose curve; as a rule, active = well fitted curve in the direction sought with a large enough effect; inconclusive = small, poorly fitted or top-dose-only effect, or another doubt; inactive = no such curve, though single readings can be large; an effect the other way counts as inactive or inconclusive.

SMILES | Abeta yeast res | PTHR1 ag | FUS yeast rescue | GLP-1R inv ag | TDP-43 yeast inh | GLP1R ag | D3 antag | pAkt inh | aSyn rescue
Cc1ccc(S(=O)(=O)N2CCN(C(=O)COC(=O)CNC(=O)c3ccccc3)CC2)c(C)c1 | -8% | i | 14% | -14% | -13% | 8% | -2 | i | 1%
CCCn1nnnc1NCc1c(Cl)cccc1Cl | -8% | -93%[inhibitor] | -24% | -6% | 0% | 12% | 16 | i | -1%
O=C(O)C1CCC(=O)N(C2CC2)C1c1ccccc1 (configuration not stated) | 12% | -18% | 4% | 15% | 11% | -8% | 0 | i | 9%
CC(C)CNC(=O)C1(N2C(=O)c3ccccc3C2=O)CCCC1 | 18% | -13% | 5% | -1% | 14% | 9% | -6 | i | -3%
c1ccn(-c2ccc(N3CCOCC3)cc2)c1 | -19% | i | . | 10% | 4% | -1% | -28 | i | -6%
CCCNC(=O)C1(C)CCCN(CCOc2ccccc2)C1 (configuration not stated) | -12% | 0% | -32% | 1% | 15% | -11% | 1 | i | -1%
CC(=O)c1ccc(NC(=O)c2ccc(-n3cnnn3)cc2)cc1 | 4% | -2% | 10% | 34%[activator] | 2% | 10% | -7 | i | 5%
O=C(NCC1CCCCC1)c1ccc(Cl)nc1 | -13% | -2% | 13% | 1% | -19% | 9% | -5 | i | -5%
C[C@@H]1CC[C@]2(C(=O)O[C@@H]3O[C@H](CO)[C@@H](O)[C@H](O)[C@H]3O)CC[C@]3(C)C(=CCC4[C@@]5(C)CC[C@H](O[C@@H]6OC[C@H](O)[C@H](O[C@@H]7O[C@H](CO)[C@@H](O)[C@H](O)[C@H]7O)[C@H]6O)C(C)(C)C5CC[C@]43C)C2[C@]1(C)O (some centres not stated) | -10% | -12% | 13% | 28% | 2% | 2% | ? | i | 0%
O=C(Cn1c(=O)oc2cc(S(=O)(=O)N3CCCCC3)ccc21)N1CCCCC1 | . | i | -17% | 13% | 10% | 5% | 6 | i | 4%
N#Cc1ccc(OCC(=O)N2CCc3ccccc32)cc1 | -6% | -1% | . | 6% | ? | -7% | -1 | i | 0%
O=C(CN1CCOCC1)Nc1c(-c2ccccc2)c2cc(Br)ccc2[nH]c1=O | -6% | i | -18% | 12% | -18% | -11% | 4 | i | 3%
Nc1ccc2ncccc2c1 | 1% | -16%[57.5 µM] | 17% | 6% | -19% | -5% | -20 | i | -3%
CCCC(=O)N1CCC1(C)C(=O)NS(=O)(=O)c1cccs1 (configuration not stated) | -21% | -15% | -27% | 15% | 13% | -3% | -13 | i | 3%
CN(C)S(=O)(=O)c1ccc(S(=O)(=O)N2CCN(CCC#N)CC2)cc1 | -15% | -2% | -8% | 11% | -2% | -4% | 0 | i | -3%
Cc1c(C(=O)NCCCN2CCOCC2)oc2ccc(S(=O)(=O)N3CCOCC3)cc12 | 6% | i | 0% | 7% | -13% | 11% | 7 | i | ?
O=C(Nc1ccc(CN2CCOCC2)cc1)c1ccc(-c2ccc(Br)cc2)o1 | -36%[inhibitor] | i | 20% | ? | -21% | -15% | 14 | ? | 4%
O=S(=O)(NCCCCCNS(=O)(=O)c1c(F)cccc1F)c1ccc2c(c1)OCCO2 | -3% | -10% | 11% | . | . | 7% | . | . | .
O=C(NN=C(c1ccccc1)c1ccccc1)C(CCl)C1CCCCC1 (configuration not stated) | -16% | -13% | -25% | 6% | 18% | -5% | -51* | i | 1%
O=C(N/N=C/C(Cl)=C\c1ccccc1)c1cccs1 | 21% | -16% | 0% | 40%[activator] | -13%[1.82 µM] | 30% | 2 | i | 8%
CCC(C(=O)NC1CCCC1)N(C(=O)Cn1nnc(-c2ccc(C)o2)n1)c1ccc(OC)cc1 (configuration not stated) | 2% | i | 6% | 5% | -1% | 12% | -2 | i | 0%
CCN1CCN(S(=O)(=O)c2ccc(S(=O)(=O)NCC3CCCO3)cc2)CC1 (configuration not stated) | 0% | i | -12% | -1% | -14% | -7% | 7 | i | 0%
CCN1CCN(CC(=O)Nc2ccc3c(c2)OCO3)C(=O)C1=O | 12% | -18% | -10% | 8% | -15% | -4% | 6 | i | 3%
O=C(Nc1cccc2nsnc12)c1ccc(-c2cccc(Cl)c2)o1 | 4% | -13%[57.5 µM] | 33% | -1% | 3% | -3% | 7 | i | 4%
COc1ccc(CCNC(=O)COC(=O)c2cncc(Br)c2)cc1OC | -11% | -16% | -4% | 36%[activator] | 9% | -2% | 17 | i | -3%
CC1(/[N+]([O-])=C/c2ccccc2F)CCCCC1=O (configuration not stated) | -14% | i | -1% | 18% | 19% | -1% | 13 | i | 0%
O=C(Nc1ccccc1C(=O)Nc1ccccn1)c1ccccc1F | -10% | i | -19% | 24% | 9% | -5% | -5 | i | -7%
CC1CCCC(NC(=O)c2ccc3c(c2)N(Cc2ccccc2)C(=O)CS3=O)C1C (configuration not stated) | -9% | -24% | 31% | -3% | -6% | -2% | 3 | i | -5%
CCN(CC(=O)Nc1ccc(N2CCOCC2)cc1)CC(=O)NC(C)(C)C | -6% | -1% | 6% | 2% | -12%[9.22 µM] | 7% | 4 | i | -3%
O=[N+]([O-])c1ccc(O)c(CN2CCCCCC2)c1 | 1% | -4% | -17% | 9% | 9% | -8% | -7 | i | 0%
COCCCn1c(SCC(=O)NC(C)C)nnc1-c1ccccc1 | -4% | i | 2% | 26% | -10% | -1% | -21 | i | -4%
Nc1sccc1C(=O)NC1CC1 | 3% | 3% | -4% | 1% | 25% | . | 2 | i | -3%
CCCC(=O)Nc1ccc(NC(=O)c2sc3ccccc3c2Cl)cc1 | 1% | i | 6% | 3% | 12% | . | . | . | .
Cc1ccc(C(C(=O)Nc2ccc(C(C)C)cc2)N(C)C(=O)c2ccc(=O)[nH]c2)cc1 (configuration not stated) | -12% | -20% | ? | ? | -22% | 8% | 4 | i | -1%
CCOc1ncccc1C(=O)Nc1ccc(S(=O)(=O)Nc2nccs2)cc1 | -3% | i | 6% | 287%[activator] | -8% | ? | 21 | i | -5%
O=C(OCCN1C(=O)c2ccccc2C1=O)c1ccccc1 | 3% | -17% | 0% | 49%[activator] | 22% | 10% | 0 | i | 17%
O=C(C[C@H]1C/C=C\C[C@@H](Cc2ccc(F)cc2)C(=O)O[C@H](c2ccccc2)CNC1=O)NCCO | -7% | -10% | 10% | 15% | 15% | 2% | 3 | i | -5%
CCC(=O)Nc1ccc(CC)cc1-c1nc2ccccc2n(CC(=O)Nc2cccc(Cl)c2)c1=O | -9% | -17% | 4% | 16% | 17% | . | . | . | .
CCC(CC)C(=O)Nc1cc(-c2ccccc2F)nn1-c1ccccc1 | -9% | -9% | 2% | -7% | 10% | . | . | . | .
CCN(CC(=O)Nc1c(F)cccc1F)C(=O)c1cccc(-n2cccc2)c1 | -1% | i | 33% | 36%[activator] | 0% | 5% | 0 | i | 0%

Arranged by molecular weight (smallest number first): part of the list above
SMILES | Abeta yeast res | PTHR1 ag | FUS yeast rescue | GLP-1R inv ag | TDP-43 yeast inh | GLP1R ag | D3 antag | pAkt inh | aSyn rescue
O=C(OCCN1C(=O)c2ccccc2C1=O)c1ccccc1 | 3% | -17% | 0% | 49%[activator] | 22% | 10% | 0 | i | 17%
CCC(CC)C(=O)Nc1cc(-c2ccccc2F)nn1-c1ccccc1 | -9% | -9% | 2% | -7% | 10% | . | . | . | .
CCOc1ncccc1C(=O)Nc1ccc(S(=O)(=O)Nc2nccs2)cc1 | -3% | i | 6% | 287%[activator] | -8% | ? | 21 | i | -5%

Later entries.
SMILES | Abeta yeast res | PTHR1 ag | FUS yeast rescue | GLP-1R inv ag | TDP-43 yeast inh | GLP1R ag | D3 antag | pAkt inh | aSyn rescue
COc1ccc(CCNC(=O)c2cnc3sc(N4CCC(C)CC4)nn3c2=O)cc1OC | -1% | i | 16% | 13% | 16% | . | . | . | .
CC(C)(C)NC(=O)C(OC(=O)c1ccco1)c1ccc(Cl)cc1 (configuration not stated) | 5% | i | -12% | 2% | -28% | 2% | 16 | i | 2%
COc1ccc(OC)c(CNc2nc3ccc(C)cc3n3nnnc23)c1 | -12% | -6% | -6% | -5% | -3% | . | . | . | .
CCOCCCNC(=S)N1C2CCC1CC(NC(=O)Nc1ccc(C(=O)OCC)cc1)C2 (configuration not stated) | 2% | -3% | 24% | -4% | 8% | 9% | -3 | i | -14%
O=C(NS(=O)(=O)Oc1cccc(F)c1)OC[C@@H]1CCCN2CCCCC12 (some centres not stated) | -7% | i | 12% | 11% | 2% | -2% | 0 | i | -7%
COc1cc(CN2CCN(CC3CC3)CC2CCO)cc(OC)c1 (configuration not stated) | -5% | i | -2% | -11% | -12% | -9% | 18 | i | 0%
CCc1cccc2c(C#N)cn(CCOc3ccccc3OC)c12 | 6% | -35%[inhibitor] | -7% | ? | 0% | 5% | 11 | i | 2%
COc1cccc2c1Oc1ncccc1N(C(=O)CCC(=O)NCc1ccccc1Cl)C2 | -12%&-2% | -5% | 2%&22% | 11%&-4% | 9%&21% | 2% | -1 | . | ?
CCCC[N+](CC#CCO)(CC#Cc1ccccc1)CCCC | 3% | -16% | -12% | 4% | -8% | 0% | 6 | i | -7%
Cc1nn(CC(=O)Nc2cccnc2)c(=O)c2ccccc12 | -8% | i | -2% | 11% | -11% | 0% | 0 | i | -4%
COc1cc(NC(=O)c2cccs2)c(OC)cc1NC(=O)c1ccco1 | 19% | i | 4% | 4% | -7% | 1% | 12 | i | -2%
Cc1cc(C)cc(OCC(=O)N2CCc3ccccc3C2)c1 | 3% | -24% | 15% | ? | ? | 13% | 5 | i | 1%
CCc1ccc(NC(=O)Cn2c(=O)c3cc(Cl)ccc3n3nncc23)cc1 | -8% | -23% | -3% | 6% | -43%[inhibitor] | -1% | . | . | .
CN(C)c1nnnn1-c1ccc(Cl)cc1Cl | 2% | i | 1% | 18% | -1% | 11% | 3 | i | 0%

Screening data as filed in PubChem.

Only part of the results is shown. The share of hits here may be higher or lower than overall.
